From PubChem BioAssay
Insulin prom up – MIN6 insulin promoter up-regulation. MIN6 insulin promoter-GFP reporter, high-content imaging; stronger effect = higher value. z-score at 5 µM. hit rate 0.3% among 190,000;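 active = z-score above 3 at 5 µM with at least 500 cells counted in the well; inconclusive = wells under 500 cells, flagged as cytotoxic or low count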
Lipid droplet – hepatic lipid droplet formation modulation; inhibition, % at 6.5 µM; hit rate 0.4% among 240,000; AML12 mouse hepatocytes, oleate lipid droplets, BODIPY imaging;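 active = lipid droplet intensity inhibited by at least 50%, with more than 500 cells counted; inconclusive = wells with under 300 cells, treated as cytotoxic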
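Test system: AML12 hepatocytes (mouse); reagent: oleate loading, 100 µM; dosing: one dose, 6.5 µM compound; incubation: overnight exposure; signal: fluorescence imaging, 20x objective, two fields per well; read-out basis: % inhibition of corrected integrated BODIPY droplet signal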
MT stabilize HCS – stabilizes microtubules in HeLa cells; AID 2205; HeLa tubulin immunostaining HCS, 24 h; share of cells brighter than vehicle mean+2SD; % tubulin-high responders, % at 10 µM; hit rate 0.83% among 200,000;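 active = plate Z-score above 3 for both tubulin-high and condensed-nucleus cell shares, with cell loss under 80%, at 10 µM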;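 also: anti alpha tubulin signal scored within the nucleus-defined area of each cell; some results filed as inactive read as strong as hits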
Autophagy HCS – modulators of autophagy; MEF GFP-LC3 puncta imaging; test concentration mostly 10 µM; calls only at 10 µM (by protocol); hit rate 0.98% among 190,000; AID 463193;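 active = percentage of spot-positive cells more than 3 SD above its plate mean, without a fluorescence outlier flag or 80% toxicity; inconclusive = no clear call, values can overlap the other calls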;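 also: spot-positive cell cutoff set from DMSO-treated cells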
T cell HTS – T cell immune modulators affecting CD8 T cell-vesicle binding | 2C CD8+ T cell-vesicle binding, flow cytometry; stronger effect = lower value | calls only at 7 µM | AID 2052 | hit rate 0.068% among 330,000;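 active = response, share of CD8 T cells binding vesicles, and their 90th percentile fluorescence all below set limits, cut at about 80% in these data, passing the limit was not always enough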
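Material: 2C TCR transgenic mouse naive CD8+ T cells, MACS-purified. Also added: QL9-charged Drosophila Ld/ICAM-1/B7-1 vesicles. Timing: binding 1.5 h at 37 °C. Measured by: high-throughput flow cytometry with anti-B7-1 and anti-CD8 staining. Read-out: percent CD8+ FL2 mean versus row control. Controls: Unloaded micro-vesicles (low), QL9 vesicles with 0.7% DMSO (high).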
Dynein cargo inh – blocks dynein driven cargo transport along microtubules. z-score, hits read low. hit rate 0.47% among 220,000. AID 1381. 3617.4 mouse cells, GR-EGFP nuclear translocation imaging; test concentration mostly 20 µM; stimulated with dexamethasone, 1 µM; stronger effect = lower value;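 active = plate z-score of nuclear minus cytoplasmic receptor signal below a set negative limit, without overly bright fluorescence or cell loss, cut at about -3.5 in these data, passing the limit was not always enough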;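 also: z-score of nuclear minus cytoplasmic ring GR-EGFP intensity difference per well; some compounds called inactive have numbers as strong as hits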
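Buffer or medium: tet-free medium with charcoal-stripped serum / Also added: dexamethasone agonist, 1.0 µM final, for 30 min / Timing: induction 48 h, compound 1 h, agonist 30 min / Measured by: high-content fluorescence imaging after fixation / Read-out: nuclear-to-cytoplasmic GR-EGFP distribution per well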
PhoP inhibition – inhibitors of PhoP regulon expression, primary screen, Salmonella Typhimurium, GFP reporter (AID 1863); S. Typhimurium PhoP-regulated promoter GFP reporter, 4 h; higher % means a stronger effect; inhibition, % at 50 µM; hits with a dose series show IC50 in µM; hit rate 0.16% among 300,000;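 active = inhibition over 29.93%, a cutoff 3 SD above the screen mean, later confirmed by dose response; inconclusive = inhibition over 29.93% but no dose response follow-up; inactive = inhibition at most 29.93% or unconfirmed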;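 also: 0% = low Mg2+ inducing control and 100% = high Mg2+ repressing control; strong numbers were not always called active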
CSM14.1 death rescue – rescue of cells from ER stress-induced death, primary screen, 384-well, CSM14.1, thapsigargin, ATP luminescence (AID 1222); cellular ATP content (survival), % at 20 µM, or EC50 in µM where a hit was titrated; 190,000 tested, under 10 active; CSM14.1 thapsigargin-induced death rescue, ATP luminescence; higher % means a stronger effect;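 active = EC50 below 50 µM in the dose-response confirmation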;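 also: death triggered by thapsigargin at about 15 µM added after 2 h compound pretreatment; cell ATP read after overnight thapsigargin exposure of roughly 18 to 22 hours; normalized against plate controls of thapsigargin alone and 5% DMSO vehicle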
b-catenin transl – modulators of beta-catenin nuclear translocation; HeLa beta-catenin nuclear translocation, immunofluorescence imaging; nuclear translocation activity, % at 5 µM; hit rate 0.3% among 190,000;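 active = nuclear translocation activity above 50% at 5 µM, with a well cell count of 50 or more; inconclusive = wells under 50 cells across six images, flagged as toxic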;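 also: per-cell ratio of nuclear to cytoplasmic median beta-catenin stain intensity; plate controls were DMSO negative control for no effect and GSK-3 inhibitor IX positive control for full effect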
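Technique: fluorescence imaging of beta-catenin antibody stain plus DAPI / Material: human HeLa cell line / Incubation: compound treatment 24 h, 37°C, 5% CO2 / Read-out basis: % activation of per-cell nuclear versus cytoplasmic median beta-catenin signal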
Dynein cargo inh cytoplasmic EGFP – recorded beside Dynein cargo inh, whose call it bears; z-score; measured here: cytoplasmic GR-EGFP intensity; stronger effect = higher value
Dynein cargo inh nuclear GR-EGFP – further read-out of Dynein cargo inh, marked with its call; z-score; measured here: nuclear GR-EGFP intensity;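 lower value marks the stronger effect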
Dynein cargo inh cell count – further read-out of Dynein cargo inh, marked with its call; z-score; measured here: cell count per field
Insulin prom up cell count – further read-out of Insulin prom up, marked with its call; cell count; measured here: cytotoxicity, nuclei count;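 total cells summed across four imaged fields per well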
Lipid droplet cells 6.5 µM – also measured in Lipid droplet; calls as there; cell count; measured here: cell count, cytotoxicity flag;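 cells counted across two imaged fields per well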
b-catenin transl cell count 5 µM – also measured in b-catenin transl; calls as there; cell count; measured here: cell count, cytotoxicity flag
T cell HTS vesicle-bound % – further read-out of T cell HTS, marked with its call; double positive events, %; measured here: CD8+ vesicle-bound cell fraction;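 binding gate set so that unloaded-vesicle control wells show 10% double positive cells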
MT stabilize HCS Hoechst-high % – also measured in MT stabilize HCS; calls as there; % Hoechst-high responders; measured here: nuclear condensation Hoechst responders;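 share of cells brighter than vehicle mean plus two SD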
MT stabilize HCS cytotoxicity % – second read-out of MT stabilize HCS, no call of its own (marks repeat the call); toxicity, %; measured here: cytotoxicity by cell density;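 0% = mean cell density of plate MIN control wells and 100% = no cells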
Autophagy HCS cell loss 18 h – also measured in Autophagy HCS; calls as there; toxicity, %; measured here: cell loss, nuclei count;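 cell loss after 18 h compound exposure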
The depositor's hits bear a star; i = inactive; ? = inconclusive; nt = no result given.

canonical_smiles	Insulin prom up	Insulin prom up cell count	Lipid droplet	Lipid droplet cells 6.5 µM	MT stabilize HCS	MT stabilize HCS Hoechst-high %	MT stabilize HCS cytotoxicity %	Autophagy HCS	Autophagy HCS cell loss 18 h	T cell HTS	T cell HTS vesicle-bound %	Dynein cargo inh	Dynein cargo inh cytoplasmic EGFP	Dynein cargo inh nuclear GR-EGFP	Dynein cargo inh cell count	PhoP inhibition	CSM14.1 death rescue	b-catenin transl	b-catenin transl cell count 5 µM
CC(C)C(=O)Nc1c(C(=O)c2ccc(F)cc2)oc2ccccc12	-0.59	945	nt	nt	6.8	1.5	1.2	i	2.1	i	14.0	0.305	-0.128	0.391	-0.556	-1.7%	-1.1%	nt	nt
Cc1cc2ccccc2n1CCNC(=O)C1CCCCC1	1.23	1827	-29.7	621	3.0	4.2	7.7	i	4.4	i	18.9	-0.176	-0.0827	-0.0672	0.0757	-3.4%	-1.4%	0.5	1096
CC(C)c1ccc(S(=O)(=O)c2ccc(NN)cc2)cc1	-0.69	1361	-5.1	619	3.9	1.7	4.8	i	11.4	nt	nt	0.586	-0.146	0.233	-0.211	5.4%	6.0%	-2.7	1123
O=C(NC1CCCCNC1=O)c1ccccc1 (stereo unspecified)	0	1111	6.1	717	nt	nt	nt	nt	nt	i	26.3	-1.14	-0.209	-0.00715	1.04	nt	nt	-2.3	1332
CCC(=O)Nc1ccc(C(=O)Cn2ncc(Cl)c(Cl)c2=O)cc1	-3.05	691	-3.3	678	nt	nt	nt	nt	nt	i	9.8	-4.43*	1.82*	-2.12*	-1.59*	-3.1%	nt	-1.0	1118
Cc1ccc2nsnc2c1NC(=O)COc1ccccc1	-0.06	1212	18.1	714	2.1	2.1	7.8	i	0.1	i	11.9	-0.811	-0.262	-0.431	0.317	-8.7%	nt	-0.9	1129
Cn1c(Oc2ccc(F)cc2)c(C=O)c2ccccc21	-0.95	1269	1.1	662	1.7	2.1	8.7	i	5.8	i	60.4	-1.28	-0.373	-0.681	0.317	0.7%	nt	0.1	1036
COc1cccc(-n2cc(CN(C)Cc3nc(Cc4cccc(F)c4)no3)cn2)c1	0.59	1455	3.4	683	1.3	1.1	4.1	i	0.3	i	7.0	2.63	0.0623	2.12	-2.01	nt	2.5%	0.3	982
COCCNc1nc2c(c(=O)n(C)c(=O)n2C)n1Cc1cccc(C(F)(F)F)c1	?	nt	-30.9	575	2.6	1.8	5.7	i	14.1	i	11.3	-1.17	-0.144	-0.613	0.283	-10.6%	-2.9%	-0.7	931
CCn1nnnc1SCC(=O)N1CCc2ccccc21	nt	nt	nt	nt	2.6	1.5	7.5	i	-11.2	i	27.2	-1.29	-0.223	-1.2	0.522	4.9%	nt	nt	nt
CCCc1cc(N2CCN(C(=O)c3ccco3)CC2)n2c(nc3ccccc32)c1C#N	-0.38	879	-15.4	745	2.2	1.8	3.4	i	-4.5	i	29.7	-0.056	-0.223	0.0646	0.499	-2.4%	-0.6%	2.1	967
CCC(C)C(NC(=O)C(C)NC(=O)CNC(=O)OC(C)(C)C)C(N)=O (stereo unspecified)	0.29	1437	-5.7	724	3.3	3.1	6.7	i	-7.2	i	53.8	-0.857	-0.263	-0.606	0.853	-1.3%	-0.1%	2.5	1088
O=C(c1ccc(Cl)cc1)C1CCCN(C(=O)c2csnn2)C1 (stereo unspecified)	-0.59	1323	-18.6	733	2.5	1.9	2.1	i	12.6	i	63.4	-0.474	-0.28	-0.169	0.272	0.5%	-0.5%	-0.2	1125
NC(=O)COn1c(SCC(N)=O)nc2ccccc2c1=O	nt	nt	-23.9	764	nt	nt	nt	nt	nt	i	43.8	-1.07	-0.243	-0.281	1.83	-4.2%	nt	0.7	1325
O=C(C1CCN(S(=O)(=O)c2cccs2)CC1)N1CCN(Cc2ccccc2)CC1	-0.33	1127	-7.4	706	2.6	3.2	7.8	i	1.8	i	17.9	0.253	-0.373	-0.212	0.0302	-7.6%	0.8%	0.3	1024
COc1cccc(NC(=O)N(CCCN2CCOCC2)C(C)c2cc3cccc(OC)c3o2)c1 (stereo unspecified)	-0.52	1881	-32.2	689	1.7	2.0	2.2	i	24.3	i	23.3	1.32	-0.263	0.756	0.149	8.7%	-2.3%	-0.3	1106
Cc1ccc(NC(=O)C[n+]2ccccc2)cc1[N+](=O)[O-]	nt	nt	nt	nt	2.2	2.4	9.4	i	3.4	i	30.8	-0.334	0.31	-0.395	0.238	4.0%	-0.9%	nt	nt
Clc1cnc2nc(SC/C=C/c3ccccc3)[nH]c2c1	0.37	1039	7.1	727	nt	nt	nt	nt	nt	i	1.7	-0.458	-0.21	0.182	0.335	-2.6%	nt	2.0	1277
CCCNc1cc(C)oc(=O)c1C(=O)CCC	nt	nt	-1.4	844	1.7	2.5	11.0	i	0.8	i	5.9	0.0709	-0.222	-0.243	1.04	-4.7%	0.3%	nt	nt
COc1ccc(NC(=S)NN2CCN(C)CC2)cc1	-0.13	1662	nt	nt	2.5	1.5	10.0	i	-2.7	i	18.5	-0.454	-0.0172	-0.24	-0.216	4.4%	0.3%	1.3	1370
O=C(COc1ccccc1)NC(=S)Nc1cccc([N+](=O)[O-])c1	0.55	1447	6.5	447	2.2	1.9	2.8	i	-12.0	i	31.0	-0.55	-0.31	-0.562	0.96	5.5%	-1.8%	-3.2	1143
C=CCN1C(=O)C(Cc2ccc(OCC)cc2)S/C1=N\N=C\c1cccs1 (stereo unspecified)	-0.4	889	3.4	691	4.3	2.2	9.2	i	98.9	i	24.4	1.92	-0.222	0.839	0.789	10.2%	4.5%	-0.5	1175
O=C(NC(Cc1ccccc1)C(=O)O)c1ccc(S(=O)(=O)N2CCCCC2)cc1 (stereo unspecified)	0.14	918	-9.9	764	2.6	1.2	5.0	i	-0.5	i	11.3	-0.456	-0.162	-0.0376	0.499	-2.4%	-1.2%	nt	nt
O=C(Nc1ccc2c(c1)OCCO2)C1CCN(S(=O)(=O)c2ccc(Br)s2)CC1	-0.92	694	nt	nt	3.0	2.5	7.9	i	-11.2	i	23.1	-0.627	-0.266	-0.163	0.922	-0.3%	-0.5%	nt	nt
Cc1ccc(S(=O)(=O)N2CCC(=O)N(C(COCc3cccc(Cl)c3)C(C)C)CC2)cc1 (stereo unspecified)	0.49	1343	8.6	731	2.3	2.2	8.7	i	24.4	i	33.3	0.552	-0.273	0.565	0.474	2.3%	2.8%	nt	nt
CCCC(C)NC(=O)c1c2c(nc3ccccc13)CCC2 (stereo unspecified)	0.29	1321	3.8	722	2.8	2.1	14.0	i	7.6	i	36.1	-0.295	-0.327	-0.215	0.228	6.8%	nt	1.0	1066
COc1ccc(CCNc2nc(-c3ccccn3)cs2)cc1OC	-2.26	925	-3.1	687	nt	nt	nt	nt	nt	i	35.1	-0.592	-0.229	0.251	0.766	nt	nt	0.9	1331
CC1(c2ccccc2)NC(=O)N(CC(=O)Nc2ccc([N+](=O)[O-])cc2)C1=O (stereo unspecified)	-0.45	1182	21.7	695	2.1	1.0	9.3	i	3.4	i	55.9	0.776	-0.175	0.807	-1.04	4.7%	-1.0%	-1.9	1078
O=C(COc1ccc(Cl)cc1[N+](=O)[O-])N/N=C/c1cccs1	0.7	1130	9.8	651	7.3	1.6	10.3	i	8.6	i	34.1	-0.273	0.228	-0.191	0.386	2.9%	-1.9%	-0.9	1053
COc1ccccc1NC(=O)COc1ccc(Br)cc1CO	1.65	907	15.9	825	0.9	0.8	9.9	i	-1.9	i	48.5	-0.219	-0.186	0.19	0.117	0.2%	-1.3%	nt	nt
N#CC(C(=O)NC1CC1)c1nc2ccccc2nc1N1CCN(C/C=C/c2ccccc2)CC1 (stereo unspecified)	0.88	1778	4.1	619	2.6	2.3	9.8	i	2.6	i	1.7	-1.59	1.49	0.0674	-0.00248	-7.5%	-1.3%	-1.6	1006
CCOC(=O)C1CCCN(Cc2ccccc2F)C1 (stereo unspecified)	0.65	1104	nt	nt	3.7	3.5	4.5	i	15.6	nt	nt	-0.554	-0.308	0.369	0.368	1.7%	1.5%	-4.8	1062

Not a hit list; 3% or so of the library scored in one or more.
